Compound activity deposited in PubChem BioAssay by National Center for Advancing Translational Sciences (NCATS).
POLB inh – blocks human DNA polymerase beta activity; P06746; Pol beta primer extension/strand displacement, fluorescence kinetic; Potency, µM (series often up to 114 µM), for inactives: top-dose activity change, negative = inhibition, actives largely listed as inhibitors; actives 1.3% (n = 340,000); AID 485314; further: on the % scale 0 is the no-effect control and ±100 the full control effect
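Values derive from four-parameter Hill fits of normalized kinetic data: reads at 0 and 10 min following addition of 50 nM substrate to 10 nM Pol beta preincubated 15 min with compound.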
POLH inh – blocks human DNA polymerase eta activity; Potency, µM (top dose mostly 114 µM), inactives show at the highest dose activity change, negative = inhibition, hits mostly inhibitors; actives 1.2% (n = 390,000); Q9Y253; recombinant Pol eta, fluorescent DNA replication assay; further: on the % scale 0 is the no-effect control and ±100 the full control effect
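Pol eta at 10 nM preincubated with compounds 15 min at room temperature; reaction started with fluorescent substrate (50 nM final) and read kinetically at 0 and 10 min.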
APE1 inh – inhibitors of human APE1 endonuclease; actives 0.35% (n = 350,000); recombinant APE1, TAMRA/BHQ-2 abasic DNA cleavage fluorescence; Potency, µM (top dose mostly 65.8 µM), for the others: at the top dose activity change, negative = inhibition, most hits filed as inhibitors;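 further: plate controls were vehicle for no effect and reference inhibitor for full effect; nearly all actives have a fitted effect of over 55% in size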
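Kinetic fluorescence read (525 ex/598 em nm, three reads 60 s apart) of AP-site incision; signal = third minus first read. Enzyme 0.75 nM, dual-labelled THF duplex 50 nM, compound preincubation 15 min RT.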
G9a inh – blocks human histone lysine methyltransferase G9a; G9a H3K9 monomethylation, AlphaScreen, 2 h; Potency, µM (doses to about 102 µM), for the others: at the top dose activity, negative = inhibition, actives largely listed as inhibitors; Q96KQ7; AID 504332; actives 8.8% (n = 350,000); further: on the % scale 0 is the no-effect control and ±100 the full control effect; nearly all actives have a fitted effect of over 75% in size
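Signal arises when biotinylated H3K9 peptide, once monomethylated, bridges streptavidin donor and antibody-captured acceptor beads. Enzyme at 20 nM was preincubated 15 min with test compounds; peptide 500 nM and SAM 20 uM then reacted for 2 h.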
Apoferritin bind – binds horse apoferritin like a general anesthetic; Potency, µM (highest dose often 77.5 µM), for the others: at the highest dose activity change, negative = displacement, actives largely listed as inhibitors; AID 485281; P02791; actives 0.074% (n = 350,000); apoferritin/1-aminoanthracene competitive binding, fluorescence; further: on the % scale 0 is the no-effect control and ±100 the full control effect; nearly all actives have a fitted effect of over 20% in size
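10 uM apoferritin + 50% sat. 1-AMA, PBS; cpd 10 min RT; Ex380/Em535 endpoint; normalized to free probe vs complex; 4-param Hill fit; propofol titration as pos. ctrl.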
POLI inh – blocks human DNA polymerase iota activity. Q9UNA4. Pol iota fluorescent replication assay, 10 min. Potency, µM (highest dose often 115 µM), for inactives: top-dose activity, negative = inhibition, usual class: inhibitors. actives 1% (n = 390,000). AID 588590
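Fluorescent replication assay read twice, at 0 min and 10 min after adding 50 nM (final) substrate. Enzyme (10 nM) and compounds were first incubated 15 min at room temperature; enzyme-free buffer wells were negative controls.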
BLM inh – blocks DNA unwinding by human BLM helicase; P54132; recombinant BLM DNA unwinding, fluorescence dequenching; Potency, µM (doses to about 56.1 µM), for the others: at the top dose activity change, negative = inhibition, usual class: inhibitors; actives 0.2% (n = 350,000); AID 2528;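 further: plate controls were vehicle for no effect and no enzyme for full effect; nearly all actives have a fitted effect of over 35% in size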
Target sequence (P54132 whole entry, looked up): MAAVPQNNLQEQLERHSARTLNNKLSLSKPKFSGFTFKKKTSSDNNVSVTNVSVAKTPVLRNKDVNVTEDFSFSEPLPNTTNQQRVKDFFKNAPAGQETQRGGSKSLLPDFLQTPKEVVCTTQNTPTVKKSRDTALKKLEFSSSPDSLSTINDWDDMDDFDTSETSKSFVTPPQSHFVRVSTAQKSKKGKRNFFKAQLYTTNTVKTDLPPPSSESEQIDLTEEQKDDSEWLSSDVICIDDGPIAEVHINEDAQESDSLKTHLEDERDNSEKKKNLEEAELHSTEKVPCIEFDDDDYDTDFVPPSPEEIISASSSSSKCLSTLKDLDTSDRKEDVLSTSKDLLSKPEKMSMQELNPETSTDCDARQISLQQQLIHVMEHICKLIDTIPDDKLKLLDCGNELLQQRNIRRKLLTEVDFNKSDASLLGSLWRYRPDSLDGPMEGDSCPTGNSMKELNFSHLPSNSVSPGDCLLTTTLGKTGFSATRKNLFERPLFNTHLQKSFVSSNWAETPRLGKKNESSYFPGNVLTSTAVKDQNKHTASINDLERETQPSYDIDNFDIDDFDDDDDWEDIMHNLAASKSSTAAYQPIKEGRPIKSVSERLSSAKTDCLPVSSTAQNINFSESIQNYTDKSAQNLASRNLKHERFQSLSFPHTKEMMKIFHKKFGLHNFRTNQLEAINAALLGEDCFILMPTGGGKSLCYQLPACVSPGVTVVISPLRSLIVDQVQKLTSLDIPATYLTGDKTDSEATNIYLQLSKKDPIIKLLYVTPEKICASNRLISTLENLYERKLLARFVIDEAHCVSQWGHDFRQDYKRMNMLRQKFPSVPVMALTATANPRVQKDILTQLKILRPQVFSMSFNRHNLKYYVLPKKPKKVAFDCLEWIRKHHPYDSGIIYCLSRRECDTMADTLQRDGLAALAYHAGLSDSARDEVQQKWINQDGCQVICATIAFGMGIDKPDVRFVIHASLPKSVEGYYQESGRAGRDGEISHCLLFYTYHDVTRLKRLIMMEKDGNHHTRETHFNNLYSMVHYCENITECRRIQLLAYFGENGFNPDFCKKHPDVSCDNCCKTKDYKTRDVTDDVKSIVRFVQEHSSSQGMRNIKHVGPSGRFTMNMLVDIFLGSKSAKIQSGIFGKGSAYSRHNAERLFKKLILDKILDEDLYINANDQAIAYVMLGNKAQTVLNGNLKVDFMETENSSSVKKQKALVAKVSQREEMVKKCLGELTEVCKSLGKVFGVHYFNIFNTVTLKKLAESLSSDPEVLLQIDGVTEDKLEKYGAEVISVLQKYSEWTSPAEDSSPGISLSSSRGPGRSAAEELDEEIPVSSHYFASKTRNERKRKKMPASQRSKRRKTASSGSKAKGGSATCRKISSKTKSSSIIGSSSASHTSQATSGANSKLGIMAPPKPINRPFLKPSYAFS
POLK inh – blocks human DNA polymerase kappa activity | purified Pol kappa, fluorescent DNA synthesis assay, 10 min | Potency, µM (titrated, usually from 107 µM), for inactives: top-dose activity, negative = inhibition, hits mostly inhibitors | actives 0.53% (n = 400,000); further: on the % scale 0 is the no-effect control and ±100 the full control effect
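Fluorescent qHTS in 1536-well format: enzyme (10 nM) and compound sat 15 min at room temperature before 50 nM substrate (final) was added. Signal taken at 0 and 10 min; no-enzyme buffer wells were negative controls.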
BAZ2B inh – BAZ2B (human) inhibition; Q9UIF8; AlphaScreen BAZ2B-H3K14Ac peptide displacement; Potency, µM (series often up to 114 µM), without a hit: at the top dose activity change, negative = inhibition, usual class: inhibitors; actives 4.4% (n = 360,000); further: on the % scale 0 is the no-effect control and ±100 the full control effect; nearly all actives have a fitted effect of over 60% in size
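AlphaScreen displacement of biotin-H3(5-23)K14Ac peptide (50 nM final) from BAZ2B (50 nM final) in PBS pH 7.4, 0.01% Tween-20; complex preformed 30 min RT, then compounds (top 110 uM) 30 min RT, beads 20 min dark.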
Starred values were filed as active, the others as inactive; ? = inconclusive; · = not tested or not shown; [ ] = remark or other dose. The call rests on the fitted dose curve; in most records, active means well fitted curve in the direction sought with a large enough effect; inconclusive means small, poorly fitted or top-dose-only effect, or another doubt; inactive means no such curve, though single readings can be large; an effect the other way counts as inactive or inconclusive. Potency means the concentration at half of the fitted maximal effect.

Each structure is followed by: POLB inh	POLH inh	APE1 inh	G9a inh	Apoferritin bind	POLI inh	BLM inh	POLK inh	BAZ2B inh
1) N/C(=N\OC(=O)Cc1cccs1)c1ccc(Br)cc1
 : ?	8%	3%	168%[activator][59 µM]	-16%	25%	-4%	-7%	269%[activator]
2) COc1ccc(S(=O)(=O)Nc2c(NC3CCCCC3)c3ccccc3oc2=O)cc1OC
 : -9%	-15%	-14%	-17%	-14%	11%	-2%	-2%	-4%
3) COc1ccc(C2C(C(=O)c3ccc(C)o3)=C(O)C(=O)N2Cc2cccnc2)cc1OC (stereo unspecified)
 : 31%	-9%	49%	50µM*	4%	-12%	-2%	5%	-26%
4) Cc1ccc(S(=O)(=O)CCC(=O)OCC(=O)NC(C)c2ccccc2)cc1 (stereo unspecified)
 : ·	-4%	9%	-7%[59 µM]	·	-15%	·	-11%	-2%
5) COc1ccc(NS(=O)(=O)c2cccc(C(=O)NCC3CCCO3)c2)cc1 (stereo unspecified)
 : ·	-14%	13%	23%[2.33 µM]	·	18%	·	-2%	10%
6) O=C(CCN1C(=O)C2C3CCC(C3)C2C1=O)OCC(=O)c1ccc(Br)cc1 (stereo unspecified)
 : 11%	-14%	-1%	·	?	23%	-3%	10%	3%
7) COc1ccc(NC(=O)c2cc(Br)ccc2Cl)c(OC)c1
 : 5%	-2%	18%	5%[59 µM]	0%	11%	-7%	-10%	-3%
8) COCCOC(=O)c1c(C)n(C)c2ccc(OC(=O)C3CC3)cc12
 : 8%	14%	-5%	12%[59 µM]	-23%	8%	-2%	-5%	·
9) Cc1noc(-c2ccc(N3CCC(C)CC3)c([N+](=O)[O-])c2)n1
 : 13%	-2%	·	-27%[59 µM]	-14%	-15%	-3%	-28%	-2%
10) O=C(O)C1CCN(S(=O)(=O)c2cccc3nsnc23)CC1
 : 0%	-12%	31%	-8%	31%[activator]	13%	-2%	16%	-33%
11) COc1ccc(NC(=O)CN(C2CCCCC2)S(C)(=O)=O)cc1OC
 : 19%	-19%	10%	-5%[12.7 µM]	4%	22%	-8%	-3%	5%
12) Cc1cc(C)c2c(=O)c(C#N)coc2c1
 : 45µM*	50µM*	-6%	·	2%	?	-6%	?	4%
13) CCC1=NN(C(=O)C(=O)Nc2ccc(Br)cc2)C(O)(C(F)(F)F)C1 (stereo unspecified)
 : -1%	-11%	2%	21%[59 µM]	-12%	16%	-4%	2%	-24%
14) CCCC(=O)Nc1nnc2n1CCS2
 : -2%	-15%	·	?	2%	33%[activator]	-1%	-5%[60.1 µM]	-11%
15) O=C(NCc1cccnc1)C(=O)NCC1CCCO1 (stereo unspecified)
 : 12%	-6%	3%	13%	-4%	84%[activator]	-2%	1%	5%

By substructure, the entries above with four or more nitrogen atoms (two)
Each structure is followed by: POLB inh	POLH inh	APE1 inh	G9a inh	Apoferritin bind	POLI inh	BLM inh	POLK inh	BAZ2B inh
9) Cc1noc(-c2ccc(N3CCC(C)CC3)c([N+](=O)[O-])c2)n1
 : 13%	-2%	·	-27%[59 µM]	-14%	-15%	-3%	-28%	-2%
14) CCCC(=O)Nc1nnc2n1CCS2
 : -2%	-15%	·	?	2%	33%[activator]	-1%	-5%[60.1 µM]	-11%

More records follow.
Each structure is followed by: POLB inh	POLH inh	APE1 inh	G9a inh	Apoferritin bind	POLI inh	BLM inh	POLK inh	BAZ2B inh
16) Cc1cc(Br)ccc1NCc1ccccn1
 : 31%	0%	-4%	?	?	?	-2%	-9%	16µM*
17) CCN(C[C@H]1N[C@@](C)(C(=O)OC)[C@H]2C(=O)N(C)C(=O)[C@@H]12)S(=O)(=O)c1ccc(OC)cc1
 : ·	-4%	26%	·	·	?	·	-36%	·
18) CCOc1ccc2[nH]c(C(=O)N/N=C/c3ccccc3OC)cc2c1
 : -9%	-8%	31%	-2%	-3%	95%[activator]	-15%	-13%	-26%
19) Cc1ccc(Cl)cc1-n1ncc2c(NCCCc3ccccc3)ncnc21
 : ?	-13%	·	21%[59 µM]	46%[activator]	?	-15%	-8%[60.1 µM]	15%
20) CN(C(=O)COC(=O)C12CC3CC(CC(Cl)(C3)C1)C2)c1ccccc1
 : ·	?	4%	·	·	51%[activator]	·	-1%	·
21) CN(CC(=O)Nc1ccccc1C(=O)NC1CC1)Cc1ccco1
 : ·	2%	0%	23%[2.33 µM]	·	2%	·	-15%	?
22) Cc1cc(O)c(C=Nc2ccc(Cl)cn2)c(=O)o1
 : 0%	-12%	?	-34%[12.7 µM]	-5%	?	1%	-19%	?
23) CCc1nn2c(=O)cc(COC(=O)c3ccccc3NC(=O)COc3ccc(C)c(C)c3)nc2s1
 : 0%	7%	·	-2%[12.7 µM]	-3%	0%	-1%	-5%[60.1 µM]	-8%
24) CCN(c1cccc(C)c1)S(=O)(=O)c1nnc(NC(=O)c2ccccc2Cl)s1
 : 1%	-5%	·	52%[activator][59 µM]	2%	·	-3%	-13%	109%[activator]
25) COc1cc(NS(=O)(=O)c2ccc(N/C=C\C(=O)c3ccc(OC)c(OC)c3)cc2)nc(OC)n1
 : 1%	-22%	8%	?	90%[activator]	7%	3%	-2%	-10%
26) Cc1nn(C)c(C)c1CN(C)C(=O)C1CCC(=O)N(C2CCCCCC2)C1 (stereo unspecified)
 : 54%	-5%	2%	·	-4%	15%	-3%	-9%	11%
27) CCOC(=O)c1c(C)[nH]c(C(=O)CSc2nnc(-c3ccncc3)n2CC)c1C
 : -20%	-7%	3%	-5%[12.7 µM]	0%	21%	-1%	-6%	-3%
28) CCN(CC(=O)Nc1ccc(NC(C)=O)cc1)C(=O)CSc1ncnc2sc(C)c(C)c12
 : ·	?	-13%	13µM*	·	?	·	-18%	-32%
29) CCn1c(=O)c(=O)[nH]c2cc(C(=O)NC(C)c3ccc(S(N)(=O)=O)cc3)ccc21 (stereo unspecified)
 : 71%	2%	-16%	?	-11%	10%	-4%	0%	-5%
30) Cc1nc(-n2nc(C)c(Cc3ccc4c(c3)OCO4)c2C)sc1C(=O)Nc1cccc(Cl)c1
 : -5%	11%	·	-21%[59 µM]	9%	-18%	-6%	3%	-11%
31) COC(=O)C1=C(NC(C)=O)CCS1
 : 19%	-15%	10%	?	5%	16%	4%	-5%	3%
32) Cc1nn(-c2ccc(N3CCCCC3)nn2)c(C)c1CCC(=O)Nc1ccccc1F
 : -2%	-11%	3%	22%	-15%	12%	2%	-18%	1%
33) CN(C(=O)CCc1nnc(CCCCc2ccccc2)o1)C1CCOCC1
 : -1%	-8%	12%	·	?	32%	-5%	11%	-4%
34) O=C1C([N+](=O)[O-])=C(O)c2cccc3cccc1c23
 : 11µM*	·	-4%	1.3µM*	-6%	·	-7%	·	45µM*
35) CCOc1ccc(-c2nc(-c3ccc(OC)cc3)no2)cc1OCC
 : 14%	-4%	-2%	8%[59 µM]	-11%	17%	-2%	2%	1%
36) Cc1ccc(C(=O)CN(C(=O)c2ccc(Cl)c(Cl)c2)N2C(=O)C3CCCCC3C2=O)cc1C (stereo unspecified)
 : 1%	-16%	1%	6%	-11%	11%	-2%	-4%	11%
37) CC(C)(C)c1ccc(C(=O)Nc2ccc(NC(=O)C(=O)O)cc2)o1
 : -25%	-7%	-1%	8%	-7%	-8%	-4%	-1%	-24%
38) CN(C)C(=O)CCc1nc(-c2ccc(C(C)(C)C)cc2)no1
 : -1%	-12%	-1%	?	?	12%	-1%	-7%	-30%
39) COc1ccccc1OCC(=O)NC1CC(C)(C)NC(C)(C)C1
 : 1%	-5%	8%	13%	3%	118%[activator]	-2%	-3%	-2%
40) CCO[C@@H]1OC(C(=O)Nc2ccccc2)=C[C@H](c2ccc(C(F)(F)F)cc2)[C@H]1CCCO
 : -6%	-25%	-5%	3%[12.7 µM]	-8%	24%	-13%	-6%	-13%
41) Cc1ccc(NC(=O)CN2C(=O)NC(C)(c3ccc(Cl)cc3)C2=O)c(Br)c1 (stereo unspecified)
 : 17%	-15%	-10%	-8%	?	-16%	-8%	1%	-15%
42) CCC(=O)N1c2ccc(S(=O)(=O)CCC(=O)NCc3cccs3)cc2CC1C (stereo unspecified)
 : 0%	-2%	6%	13%[59 µM]	-18%	0%	-2%	-3%	10%
43) CCCNC(=O)Nc1nnc(C2CC2)s1
 : -2%	-3%	-6%	0%	-4%	14%	-2%	1%[60.1 µM]	-1%
44) CC(=O)Nc1cccc(-c2nc3ccccc3s2)c1C
 : 4%	1%	2%	33%	-12%	5%	2%	-2%	-2%
45) O=S(=O)(NCC1CCN(Cc2ccccc2)CC1)c1ccccc1C(F)(F)F
 : 0%	-1%	63%[activator]	6%	0%	55%[activator]	0%	-1%	-14%
46) CC(C)(C)NC(=O)Cc1ccc(S(=O)(=O)N2CCCC2)s1
 : 35µM*	14µM*	9%	?	-10%	-7%	-8%	-23%	?
47) CC1(c2ccccc2)NC(=O)N(CC(=O)Nc2ccc3c(c2)OCO3)C1=O (stereo unspecified)
 : 19%	12%	12%	-4%[59 µM]	?	1%	-6%	6%	1%
48) O=C(NNc1nc(-c2ccccc2)c2cc(Br)ccc2n1)c1ccc(S(=O)(=O)N2CCCCC2)cc1
 : -1%	-21%	1%	-9%[59 µM]	-12%	5%	-2%	1%	-13%
49) CC(CN1CCCCC1)OC(=O)c1cc2ccccc2o1 (stereo unspecified)
 : 2%	-1%	2%	8%[59 µM]	-10%	9%	-2%	-3%	7%
50) Cc1ccc(CNC(=O)C2CCN(S(=O)(=O)c3ccc4c(c3)CC(C)N4C(=O)C3CCC3)CC2)o1 (stereo unspecified)
 : 8%	-19%	43%	?	-5%	15%	-6%	?	-27%
51) CC(=O)N1CCN(c2ccc(NC(=O)c3ccccc3Br)cc2Cl)CC1
 : -1%	-11%	-2%	9%[59 µM]	-7%	12%	3%	-15%	9%
52) CCc1ccccc1N(CC(=O)N/N=C/c1ccc(OC(=O)OC)c(OC)c1)S(C)(=O)=O
 : -13%	-14%	-6%	-8%[59 µM]	-16%	7%	-7%	-5%	-4%
53) COc1ccccc1CNc1ccc(-c2nc(-c3cccnc3)no2)cc1[N+](=O)[O-]
 : 7%	-14%	·	-7%[59 µM]	-10%	5%	-4%	-4%	0%
54) CC(C)(C)OC(=O)C[C@H]1C/C=C\C[C@H](CC(=O)N(CCO)Cc2ccccc2)C(=O)N[C@H](C(C)(C)C)COC1=O
 : ·	-16%	-6%	·	·	3%	·	9%	·

Some values from the results shown.
#48 in G9a inh reads -9%[59 µM]
#54 in POLH inh reads -16%
#49 in APE1 inh reads 2%

This is a subset. The share of hits here may be higher or lower than overall.
